Screens deposited in PubChem by several laboratories.
NCOA2 inhibitor: human SRC2 (NCOA2) inhibition; Q15596; HEK293 GAL4-SRC2 luciferase reporter, luminescence; inhibition, % at 9 µM; 370,000 tested, 0.17% active; AID 651957;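 active = inhibition above the mean inhibition of all tested compounds plus 3 SD, set per campaign, cut at about 52% in these data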;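 note: 0% = DMSO treated cells and 100% = cells given Gossypol at 36 µM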
SRC3 inh: inhibitors of human steroid receptor coactivator 3 (SRC3); Q9Y6Q9; 360,000 tested, 0.17% active; inhibition, % at 3.6 µM; AID 588352; HEK293 GAL4-SRC3 luciferase reporter, luminescence;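 active = inhibition above a per-campaign cutoff, the mean of all compounds plus 3 SD, cut at about 60% in these data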;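 note: 0% = DMSO-treated cells and 100% = gossypol-treated cells at 36 µM; higher means less SRC3-driven luciferase light from the GAL4 reporter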
ABHD5 PLIN5 PPI: blocks binding of human ABHD5 to perilipin-5. Q00G26+Q8WTS1. Split G. princeps luciferase complementation, luminescence, 4 h. inhibition, % at 4 µM. 360,000 tested, 0.78% active;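 active = inhibition above the mean inhibition across every tested compound plus 3 SD, cut at about 22% in these data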;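 note: 0% = DMSO only wells and the 100% control is not disclosed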
Granule exo inh: lytic granule exocytosis inhibition; 360,000 tested, 0.66% active; inhibition, % at 10 µM; TALL-104 LAMP-1 surface exposure, flow cytometry; cells stimulated with thapsigargin and PMA;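 active = inhibition above about 55%, limit read from the data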
NOD2 RIPK2 PPI: NOD2-RIPK2 protein interaction inhibition; O43353; CHO BLA complementation NOD2-RIPK2, CCF4 ratio; inhibition, % at 4.98 µM; 360,000 tested, 0.38% active; in the data active = inhibition above about 21%;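 note: 0% = vehicle only and 100% = reference blocker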
Target sequence (O43353 whole entry, looked up): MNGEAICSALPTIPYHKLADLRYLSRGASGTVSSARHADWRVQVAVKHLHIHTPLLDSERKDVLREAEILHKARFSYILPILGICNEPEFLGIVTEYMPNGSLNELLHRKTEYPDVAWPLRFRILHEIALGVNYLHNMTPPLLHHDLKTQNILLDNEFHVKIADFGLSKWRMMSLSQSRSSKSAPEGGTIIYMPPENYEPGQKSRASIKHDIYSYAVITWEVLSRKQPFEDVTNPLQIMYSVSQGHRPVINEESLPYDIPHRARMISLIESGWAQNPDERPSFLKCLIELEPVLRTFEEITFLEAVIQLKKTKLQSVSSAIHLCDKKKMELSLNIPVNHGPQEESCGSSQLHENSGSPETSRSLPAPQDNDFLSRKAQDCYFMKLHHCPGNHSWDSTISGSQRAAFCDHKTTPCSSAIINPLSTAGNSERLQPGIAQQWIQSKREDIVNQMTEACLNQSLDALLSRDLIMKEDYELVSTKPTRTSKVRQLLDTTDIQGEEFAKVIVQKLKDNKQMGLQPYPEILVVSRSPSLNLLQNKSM
TWEAK Fn14 block: blocks TWEAK-Fn14 interaction in a reporter cell assay | TWEAK-stimulated Fn14 reporter cells, luciferase luminescence, 8 h | inhibition, % at 10 µM | 360,000 tested, 2% active | AID 1159606; in the data active = inhibition above about 50%
LRH-1 inv ag: suppresses constitutive activity of human LRH-1. O00482. inhibition, % at 3.6 µM. HEK293T StAR-luciferase reporter, LRH-1 transfected, 24 h. 360,000 tested, 0.13% active;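 active = inhibition above the mean inhibition of all tested compounds plus 3 SD, cut at about 73% in these data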;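 note: 0% = DMSO wells and 100% = reporter-only cells lacking LRH-1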
TLR9-MyD88 inh: TLR9-MyD88 interaction inhibition; Q9NR96+Q99836; CHO BLA complementation TLR9-MyD88, CCF4 FRET ratio; inhibition, % at 4.98 µM; 340,000 tested, 0.21% active; AID 504734;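 active = inhibition above the mean over all tested compounds plus 3 SD, cut at about 21% in these data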;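 note: 0% = DMSO only wells and 100% = clavulanate BLA inhibitor control wells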
TROY signal inh: inhibitors of TROY-dependent NF-kB signaling; Q293 LMP1-TROYcd NF-kB luciferase reporter, 4 h; inhibition, % at 10 µM; 360,000 tested, 0.98% active; AID 1347056;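 active = compounds whose plate-normalised and pattern-corrected inhibition of the luciferase reporter signal at the single screening dose is 50% or more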
COUP-TFII inh: inhibitors of human COUP-TFII (NR2F2). inhibition, % at 8.6 µM. HEK293T NGFI-A luciferase reporter, luminescence. AID 686940. 370,000 tested, 0.7% active;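 active = inhibition above a per-plate cutoff, mean inhibition of test wells between control levels plus 3 SD, cut at about 38% in these data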;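 note: cells cotransfected with COUP-TFII expression vector driving the NGFI-A reporter; 0% = median of COUP-TF2 test wells and 100% = reporter-only cells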
Target sequence (P24468 whole entry, looked up): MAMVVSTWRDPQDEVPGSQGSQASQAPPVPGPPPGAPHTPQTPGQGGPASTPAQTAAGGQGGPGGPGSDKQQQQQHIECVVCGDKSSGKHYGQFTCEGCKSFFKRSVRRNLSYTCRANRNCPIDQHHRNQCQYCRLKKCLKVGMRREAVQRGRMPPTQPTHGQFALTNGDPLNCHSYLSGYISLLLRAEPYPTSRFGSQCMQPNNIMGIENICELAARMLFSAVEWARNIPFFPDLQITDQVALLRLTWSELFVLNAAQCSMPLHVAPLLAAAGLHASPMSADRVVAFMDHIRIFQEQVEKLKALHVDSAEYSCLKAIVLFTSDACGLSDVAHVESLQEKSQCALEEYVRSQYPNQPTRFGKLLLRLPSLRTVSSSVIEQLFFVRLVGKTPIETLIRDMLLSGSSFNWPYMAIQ
NCOA1 inh: inhibitors of human steroid receptor coactivator 1 (SRC1); Q15788; HEK293 GAL4-SRC1 luciferase reporter, luminescence; inhibition, % at 3.6 µM; 360,000 tested, 0.12% active; AID 588354;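 active = inhibition above the campaign mean plus 3 SD, with each screening campaign given its own cutoff, cut at about 60% in these data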;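 note: 0% = DMSO treated cells and 100% = gossypol at 36 µM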
The depositor's hits bear a star; x = no result given.

SMILES	NCOA2 inhibitor	SRC3 inh	ABHD5 PLIN5 PPI	Granule exo inh	NOD2 RIPK2 PPI	TWEAK Fn14 block	LRH-1 inv ag	TLR9-MyD88 inh	TROY signal inh	COUP-TFII inh	NCOA1 inh
O=C(CN1CCCCCC1)Nc1ccccc1[N+](=O)[O-]	6	-18	0	-5	3	1	14	-14	-13	6	7
O=C(O)C(Cc1cccs1)c1cccs1 (stereo not given)	3	-16	4	0	-5	-10	-18	-9	-10	-8	-6
Nc1ncccc1OCc1ccc(Br)cc1	-38	-83	-3	-1	-5	-8	-81	-4	-52	-6	-94
c1cncc(-c2nn3c(Cn4nnc5ccccc54)nnc3s2)c1	-9	22	6	-3	-12	11	10	-3	-3	13	11
COc1ccc2[nH]c3c(=O)n(CCN4CCOCC4)cnc3c2c1	-75	1	12	-3	-2	-8	-9	7	-28	-13	14
CCN1CCN(C(=O)/C=C/c2ccc([N+](=O)[O-])cc2)CC1	-1	-5	3	-1	-6	-7	25	-7	7	-4	-9
O=C(O)c1ccc(NCc2nc3ccccc3n2Cc2ccccc2F)cc1	-25	5	2	-1	9	8	-3	-1	9	3	2
Cc1ccc(-c2cnc3c(c2)C(=O)N([C@H](C)CO)C[C@H](C)[C@@H](CN(C)Cc2ccccc2F)O3)cc1	4	-5	-2	8	11	8	16	-7	-5	10	-8
COc1ccc(C2c3c(-c4ccccc4O)n[nH]c3C(=O)N2Cc2ccco2)cc1OC (stereo not given)	0	-5	4	-1	-2	-15	-13	1	-6	11	6
CCn1c(O)c(N=NC(=O)CNC(=O)Cc2ccccc2)c2ccccc21	-13	-5	-2	-3	-3	0	8	-1	0	2	1
COc1ccc2nc(NC(=O)c3ccc(NS(=O)(=O)c4cccs4)cc3)sc2c1	-22	-15	2	-1	-3	7	-50	-6	-9	-11	0
Cc1ccc(/C(O)=C2/C(=O)C(=O)N(CCN3CCOCC3)C2c2cccnc2)cc1 (stereo not given)	-9	-6	3	-8	1	16	-8	-11	-3	9	17
CCOC(=O)c1c(C)[n+](-c2ccc(C)cc2)c(CC)c2cc(OC)c(OC)cc12	-2	23	5	9	4	22	19	1	7	10	-9
CC1=CC(C)C2(COC(=O)Nc3ccccc3)COC(C)C1C2C (stereo not given)	6	4	-11	-4	0	-27	8	3	-17	7	20
COc1cc(NC(=O)CCN2CCN(Cc3ccccc3)CC2)cc(OC)c1	-21	18	2	3	-5	-4	5	7	3	14	-9
Cc1cc(C(=O)N2CCC2(C)C(=O)NS(=O)(=O)c2cccc(OC(F)F)c2)nn1C (stereo not given)	21	-19	-9	-6	5	9	-21	x	9	1	-9
CCCc1cc(C(=O)N2CCCC(Cc3ccccc3C)(C(=O)OCC)C2)no1 (stereo not given)	-6	14	-7	0	-12	10	-8	-1	-17	8	14
CC(=O)N1CCOc2ccc(S(=O)(=O)N3CCC(C)CC3)cc21	1	24	-2	-1	-2	2	-12	14	-12	-9	4
CCn1c(CNC(=O)c2ccc(OC)c(OC)c2)nnc1SCC(=O)Nc1ccccc1	-18	2	-3	0	-8	-5	13	-4	13	14	6
COc1ccc(CCNC(=O)c2ccc(Cl)cc2)cc1OC	-5	16	1	-1	-3	-19	5	10	4	-17	0
CC(C)c1cc(C(=O)NCCc2cccs2)c(N)s1	-17	x	-13	14	7	x	-16	x	x	10	x
COc1cccc(-c2nnc(-c3ccccc3[N+](=O)[O-])o2)c1	-43	-66	-3	-5	-5	0	-81	x	-59	-32	-53
C[C@H](CO)N1C[C@H](C)[C@@H](CN(C)S(C)(=O)=O)Oc2ccc(NC(=O)CCC(F)(F)F)cc2C1=O	-29	20	7	10	-4	-1	3	4	0	-14	1
C=CC[N+](C)(C)c1ccc(CCC(=O)CCc2ccc([N+](C)(C)CC=C)cc2)cc1	-11	5	0	-8	-5	19	-9	-6	2	11	8
COc1ccc2cc(C(c3nnnn3CCc3ccccc3)N3CCCC(C)C3)c(=O)[nH]c2c1 (stereo not given)	2	-11	-43	-3	1	15	2	-7	4	9	-8

Eleven of the compounds above, with values under each structure:
Values run as follows: NCOA2 inhibitor	SRC3 inh	ABHD5 PLIN5 PPI	Granule exo inh	NOD2 RIPK2 PPI	TWEAK Fn14 block	LRH-1 inv ag	TLR9-MyD88 inh	TROY signal inh	COUP-TFII inh	NCOA1 inh
O=C(CN1CCCCCC1)Nc1ccccc1[N+](=O)[O-]
→ 6	-18	0	-5	3	1	14	-14	-13	6	7
O=C(O)C(Cc1cccs1)c1cccs1 (stereo not given)
→ 3	-16	4	0	-5	-10	-18	-9	-10	-8	-6
Nc1ncccc1OCc1ccc(Br)cc1
→ -38	-83	-3	-1	-5	-8	-81	-4	-52	-6	-94
c1cncc(-c2nn3c(Cn4nnc5ccccc54)nnc3s2)c1
→ -9	22	6	-3	-12	11	10	-3	-3	13	11
COc1ccc2[nH]c3c(=O)n(CCN4CCOCC4)cnc3c2c1
→ -75	1	12	-3	-2	-8	-9	7	-28	-13	14
CCN1CCN(C(=O)/C=C/c2ccc([N+](=O)[O-])cc2)CC1
→ -1	-5	3	-1	-6	-7	25	-7	7	-4	-9
O=C(O)c1ccc(NCc2nc3ccccc3n2Cc2ccccc2F)cc1
→ -25	5	2	-1	9	8	-3	-1	9	3	2
Cc1ccc(-c2cnc3c(c2)C(=O)N([C@H](C)CO)C[C@H](C)[C@@H](CN(C)Cc2ccccc2F)O3)cc1
→ 4	-5	-2	8	11	8	16	-7	-5	10	-8
COc1ccc(C2c3c(-c4ccccc4O)n[nH]c3C(=O)N2Cc2ccco2)cc1OC (stereo not given)
→ 0	-5	4	-1	-2	-15	-13	1	-6	11	6
CCn1c(O)c(N=NC(=O)CNC(=O)Cc2ccccc2)c2ccccc21
→ -13	-5	-2	-3	-3	0	8	-1	0	2	1
COc1ccc2nc(NC(=O)c3ccc(NS(=O)(=O)c4cccs4)cc3)sc2c1
→ -22	-15	2	-1	-3	7	-50	-6	-9	-11	0

The results go on.
SMILES	NCOA2 inhibitor	SRC3 inh	ABHD5 PLIN5 PPI	Granule exo inh	NOD2 RIPK2 PPI	TWEAK Fn14 block	LRH-1 inv ag	TLR9-MyD88 inh	TROY signal inh	COUP-TFII inh	NCOA1 inh
Cc1ccccc1-n1nc(C)c2cc(C(=O)NCc3cccnc3)sc21	8	-1	-2	-1	-11	2	36	-3	4	7	14
Cc1noc(NS(=O)(=O)c2ccc(N/C=C/C(=O)c3ccc4c(c3)OCO4)cc2)c1C	-59	-85	-2	-2	2	-5	-137	-8	-5	-38	-86
COc1ccc(S(=O)(=O)N(C)CC(=O)N2CCOCC2)cc1	-11	5	-5	4	4	0	7	0	9	13	5
Cc1ccccc1C(=O)NC(NCC1CCCO1)C(Cl)(Cl)Cl (stereo not given)	3	7	-3	-3	1	-4	11	0	-11	3	8
c1ccc(COc2ccccc2CNCc2cccnc2)cc1	3	6	2	-2	-3	7	18	-5	-2	-1	1
COc1ccc(-c2noc(N3CCC(C(=O)NCCCN4CCCC(C)C4)CC3)n2)cc1 (stereo not given)	2	-6	1	14	-4	-9	-10	10	-15	-13	-30
COc1ccc(/C=N/NC(=O)C2COc3ccccc3O2)cc1OC (stereo not given)	4	-19	4	0	-9	0	-11	-6	-20	9	-4
Cc1ccc(-c2nn3c(C)nnc3s2)cc1NC(=O)c1cccnc1	10	3	1	0	1	-4	23	5	-18	-5	-11
O=C(CSc1nc2ccccc2c(=O)n1-c1ccc(F)cc1F)NC1CC1	12	5	2	-1	-4	8	14	-8	-3	8	9
Cc1nnc(N2CCC(C(=O)N3CCCCC3)CC2)c2nn(-c3ccc(Cl)cc3)c(C)c12	x	8	13	-26	1	-15	15	-13	3	x	7
Cc1ccc(C(=O)Nc2ccccc2C(=O)N2CC3(C)CC2CC(C)(C)C3)cc1 (stereo not given)	-32	17	-5	-1	-4	-5	2	-1	10	-16	8
C=CCc1cccc(OC)c1OCCOCCn1ccnc1	-13	11	-3	-5	-7	-12	-9	6	-3	0	6
Cc1cc(C)n(-c2nc3ccccc3c(=O)n2OCC(=O)N(C)C)n1	19	-11	5	0	3	-8	6	1	2	-3	-3
COc1cccc(Sc2ccccc2/C=N/NC(N)=O)c1	2	17	-3	2	-2	0	17	6	11	5	-22
CCN(CC)S(=O)(=O)c1ccc(C(=O)NCc2ccc3c(c2)cc(C)n3C)cc1	7	-5	2	8	5	-12	-21	5	15	17	-10
CC(=O)c1c(O)cc(O)c(C(C)=O)c1O	x	9	4	8	-3	-28	0	-9	59*	x	7
CCCN[C@@H]1C(=O)N2C(C(=O)OCCC)=C(C)CS[C@H]12	-9	-2	-8	3	0	5	8	-9	-5	23	-4
N/C(=N\OC(=O)/C=C/c1ccccc1Cl)c1ccncc1	-85	-59	-1	-5	9	39	-148	9	27	-45	-99
COc1ccc2[nH]c3c(c2c1)CCN1C(=O)C(CC(=O)NCc2ccco2)C[C@H](C(=O)N2CCCCC2)[C@@]31CCc1ccccc1 (stereo not given in full)	17	-7	-1	0	7	11	-9	-5	19	-9	-22
C[C@H](O)[C@@H]1CN2CCc3c([nH]c4ccccc34)[C@@H]2C[C@@H]1N(C)C(=O)Nc1ccc(Br)cc1	-50	-8	-6	0	1	-6	-18	x	-10	-16	-3
COc1cccc2cc(C(=O)NNC(=O)c3ccc(Br)cc3)c(=O)oc12	-9	0	2	0	-10	-6	2	-8	-13	-2	-4
COc1ccc(C2=NNC(c3cccs3)=Nc3ccc(OC)cc32)cc1	-36	-13	0	1	0	-18	-80	-11	-56	-14	-32
Cc1ccc(C2(C)NC(=O)N(CCOc3ccccc3)C2=O)cc1 (stereo not given)	-4	5	-6	-6	2	-2	2	-7	0	-16	-5
CCOC(=O)c1sc2ccc(S(=O)(=O)N3CCOCC3)cc2c1N	5	4	4	1	-2	4	17	9	2	-1	0
CCC1Nc2ncnc(N3CCOCC3)c2N(Cc2ccc(OC)cc2)C1=O (stereo not given)	-7	-4	0	0	0	5	21	-4	-17	-5	-30
CCc1cccc(C)c1N(C(=O)Cn1c(=O)[nH]c2ccccc21)C(C)COC (stereo not given)	1	-2	2	-2	8	-10	-2	5	-9	2	-9
CCOC(=O)C1CCN(CC(=O)Nc2c(C(=O)OC)[nH]c3cccc(C)c23)CC1	10	-10	1	-4	-10	0	-2	-3	-10	-8	5
COCc1ccc(-c2c(-c3ccc(OC)cc3)oc(=O)c3cc(OC)c(OC)cc23)cc1	-49	-76	1	11	0	-22	-49	0	-59	-37	-79

A portion of the library. The share of hits here may be higher or lower than overall.
